PGE2 EP2 inh: inhibitors of human EP2 prostaglandin E2 receptor; actives 0.52% (n = 260,000); AID 1422; inhibition, % at 25 µM; C6 glioma cells expressing human EP2, cAMP TR-FRET; cells stimulated with saturating PGE2;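 active = percent inhibition above 40 after rounding to a whole number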;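 also: rat C6 glioma host cells with rolipram phosphodiesterase inhibitor present; the protocol text gives 20 µM as final concentration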
Target sequence (P43116 whole entry, looked up): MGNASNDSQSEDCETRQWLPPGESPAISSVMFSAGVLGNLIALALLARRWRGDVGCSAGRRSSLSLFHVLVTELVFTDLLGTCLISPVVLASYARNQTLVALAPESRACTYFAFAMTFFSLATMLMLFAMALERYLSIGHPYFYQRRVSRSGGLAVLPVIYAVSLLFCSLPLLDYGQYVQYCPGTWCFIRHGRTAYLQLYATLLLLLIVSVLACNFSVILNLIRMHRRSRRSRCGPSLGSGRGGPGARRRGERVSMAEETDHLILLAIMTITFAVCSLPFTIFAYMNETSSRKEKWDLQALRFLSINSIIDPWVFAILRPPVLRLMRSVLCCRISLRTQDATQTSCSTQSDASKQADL
NPY-Y1 PAM-ag: potentiates or activates human NPY-Y1 receptor; P25929; NPY-Y1 expressing cells, potentiator/agonist activation; activation, % at 3.6 µM; actives 0.37% (n = 220,000); AID 1304; in the data active = activation above about 33%, passing the limit was not always enough;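 also: cells stimulated with NPY at EC10 then isoproterenol at EC100; 0% = low agonist plus stimulus and 100% = saturating agonist plus stimulus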
Target sequence (P25929 whole entry, looked up): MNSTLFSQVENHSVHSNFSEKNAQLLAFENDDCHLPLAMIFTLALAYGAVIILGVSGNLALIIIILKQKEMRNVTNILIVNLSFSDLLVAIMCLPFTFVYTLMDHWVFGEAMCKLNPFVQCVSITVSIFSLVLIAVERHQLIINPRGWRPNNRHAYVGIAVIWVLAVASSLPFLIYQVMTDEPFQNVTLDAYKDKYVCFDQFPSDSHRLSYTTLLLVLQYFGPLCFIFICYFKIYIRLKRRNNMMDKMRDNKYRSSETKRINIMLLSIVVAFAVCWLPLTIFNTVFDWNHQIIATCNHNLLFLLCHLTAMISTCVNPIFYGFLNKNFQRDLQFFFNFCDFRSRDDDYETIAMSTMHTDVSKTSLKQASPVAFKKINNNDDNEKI
NPY Y1 blocker: NPY-Y1 (human) receptor antagonism; P25929; HEK293-CNG Y1 cells, membrane potential fluorescence; NPY at EC95, then isoproterenol; inhibition, % at 3.6 µM; actives 1% (n = 200,000); AID 1040;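 active = inhibition above the campaign mean inhibition of all tested compounds plus 3 SD, cut at about 20% in these data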;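 also: 0% = DMSO wells given NPY plus isoproterenol and 100% = isoproterenol alone without NPY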
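Assay system: HEK293 Y1/CNG channel cell line; Doses: single compound dose of 3.6 µM, 0.4% DMSO; Timing: dye 3 h, compound 60 min room temperature, stimulation 45 min; Technique: Membrane-potential fluorescent dye readout; Measure: % inhibition of NPY effect.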
TRPML3 agonist: activates the human TRPML3 channel. AID 1448. HEK293 TRPML3-YFP, Fluo-8 calcium fluorescence; 100% = the carbachol control signal. Q8TDD5. activation, % at 3 µM. actives 0.29% (n = 220,000);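 active = activation above its plate's cutoff, the mean activation of the plate's test wells plus 3 SD, cut at about 12% in these data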;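 also: 0% = DMSO only wells and 100% = carbachol wells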
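Material: TRPML3-YFP stable HEK293 cells | Dosing: One concentration, 3 µM nominal, 0.3% DMSO | Timing: 125 s total fluorescence read per well | Technique: Fluo-8 calcium dye fluorescence, ex 470-495, em 515-575 nm | Measure: Percent activation from peak-to-basal fluorescence ratio, scaled between DMSO and carbachol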
CHOP inhibitor: blocks CHOP induction under ER stress. inhibition, % at 10 µM. AID 2732. CHO-K1 CHOP-promoter luciferase, tunicamycin-induced, 15-18 h. actives 3.8% (n = 220,000);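 active = compounds that reduced the stress-induced luciferase reporter signal by more than about 70% of percent inhibition, limit read from the data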;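 also: 0% = tunicamycin plus vehicle and 100% = wells without tunicamycin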
TRPN1 ag: zebrafish TRPN1 (NompC) channel agonism. HEK293 zebrafish TRPN1-YFP, Fluo-8 calcium fluorescence; 100% = response to 87 µM carbachol. activation, % at 3 µM. actives 0.18% (n = 220,000). AID 1424;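 active = activation above its plate's cutoff, the mean activation of test wells on that plate plus 3 SD, cut at about 19% in these data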;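 also: 0% = DMSO alone and 100% = 87 µM carbachol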
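Control set: carbachol 87 µM as high control, DMSO as low control; system: HEK293 stable line with zebrafish TRPN1-YFP; read-out: % activation versus carbachol response; detection: intracellular calcium fluorescence with Fluo-8; doses: single test compound dose, 3 µM nominal, 0.3% DMSO; schedule: dye 1 h 37 °C plus 30 min RT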
PPC-1+TRAIL kill: PPC-1 cancer cell killing with TRAIL present; AID 1443; cell killing (% activity), % at 4 µM; actives 0.41% (n = 220,000); PPC-1 cells + TRAIL, ATPLite viability luminescence;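 active = cell killing above 50% in the first pass at 4 µM, then a duplicate retest at 5 µM averaging 50% or more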;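 also: plate controls were cells with TRAIL plus DMSO for no effect and medium-only wells lacking cells for full effect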
EP2 modulator: modulates human prostaglandin E2 receptor EP2 signaling; EP2-expressing cells, cAMP HTRF FRET, PGE2 co-stimulation; P43116; induction, % at 25 µM; actives 0.83% (n = 260,000);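 active = compounds whose cAMP rise, as percent of the full-agonist control response, exceeds 60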;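 also: rat C6 glioma line stably carrying human EP2 under a CMV promoter; the protocol text gives 20 µM as final concentration; 100% = response of wells given 1 µM PGE2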
14-3-3 Bad PPI: disrupts binding of bovine 14-3-3 zeta to phospho-Bad peptide; P63103; TR-FRET 14-3-3zeta/Dy647-pBad peptide displacement, 1 h; inhibition, % at 21.7 µM; actives 0.71% (n = 220,000); AID 781;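 active = inhibition above about 70%, limit read from the data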;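 also: 0% = full 14-3-3 plus peptide FRET controls and 100% = background without 14-3-3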
Target sequence (P63103 whole entry, looked up): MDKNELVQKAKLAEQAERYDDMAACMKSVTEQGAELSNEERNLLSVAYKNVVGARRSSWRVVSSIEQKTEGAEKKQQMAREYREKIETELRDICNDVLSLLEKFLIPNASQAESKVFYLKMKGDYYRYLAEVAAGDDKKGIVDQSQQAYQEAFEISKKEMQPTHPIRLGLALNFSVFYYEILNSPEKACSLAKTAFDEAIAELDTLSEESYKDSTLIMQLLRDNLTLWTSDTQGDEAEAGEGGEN
An asterisk follows results filed as active; / = not tested or not shown; & = joins results of further samples; [ ] = dose if it differs, or a comment.

SMILES	PGE2 EP2 inh	NPY-Y1 PAM-ag	NPY Y1 blocker	TRPML3 agonist	CHOP inhibitor	TRPN1 ag	PPC-1+TRAIL kill	EP2 modulator	14-3-3 Bad PPI
CC1CCN(C(=O)c2ccccc2NC(=O)c2cccc(S(=O)(=O)N3CCOCC3)c2)CC1	14	-2	5	0.0	-20	-0.8	21	-20	16
CCN1C(=O)C2(C(C#N)=C(N)Oc3c2c(C)nn3-c2ccccc2)c2ccccc21 (centres undefined)	7	7	-1	0.5	7	-0.1	-10	-9	7
CS(=O)(=O)NCc1nnc(SCc2ccc(C(F)(F)F)cc2)o1	8	1	/	-1.3	-9	-0.3	-5	11	9
N=C1C(c2nc3ccccc3s2)=C(O)CN1NC(=O)c1ccco1	13	16	/	1.4	-6	-0.3	-17	-30	-5
Nc1ccc2ncccc2c1	10	6	-2	0.5	-25	1.5	14	1	5
O=C(O)CCC(=O)N1CCc2cc(S(=O)(=O)N3CCCCC3)ccc21	8	6	6	0.0	-1	1.1	17	10	0[fluorescence artefact?]
CCC(C)c1ccc(OCCn2ccnc2)cc1 (centres undefined)	9	2	6	0.3	16	0.4	22	-1	19
COC(=O)c1ccc(Cn2cnc3c(cnn3-c3ccc(F)cc3)c2=O)o1	14	-32	7	0.6	0	5.2	-4	-24	-4
COc1cccc(OC)c1NC(=O)c1nc2c(nnn2Cc2ccccc2Cl)c(=O)[nH]1	3	-12	6	-0.8	4	-0.8	19	24	-27
COc1ccc(OCC(=O)N2CCN(C(=O)c3cccs3)CC2)cc1	/	-19	1	1.0	-7	-0.9	20	7	7
N#Cc1ccc(Cn2c(=O)c(C#N)c3n(c2=O)CCC3)cc1	9	-1	-3	0.6	13	1.6	-4	32	6
COc1ccc(CCNC(=O)CSc2nnc(-c3ccccc3)c3ccccc23)cc1OC	9	-34	7	-1.2	32	-2.6	-20	27	2
Cc1c(C(=O)OC(C)C)[nH]c2c1C(=O)CC(C)(C)C2	5	-9	3	1.0	15	0.0	-4	10	-8
O=C(NCCN1CCN(Cc2ccc([N+](=O)[O-])cc2)CC1)C(=O)Nc1ccccc1	5	10	-2	0.7	-8	1.3	2	-22	0
NNc1nc2c(Cl)ccc(Cl)c2s1	11	-10	-2	0.7	24	-0.6	26	-47	-13
CCOc1cc(C(C#N)N2CCCCC2)ccc1OC (centres undefined)	9	1	2	0.0	-10	1.3	19	11	1
O=c1c2ccccc2[nH]c(=S)n1CCc1ccccc1	1	18	4	0.8	73*	0.9	24	9	13
O=C(N/N=C/c1c(O)ccc2ccccc12)c1[nH]ncc1Br	24	9	6	0.8	78*	1.0	41	-89	10
O=C(Nc1ccc(F)cc1)c1ccc(S(=O)(=O)NCC2CCCO2)cc1 (centres undefined)	1	10	-4	2.9	7	6.8	7	-9	3
COc1ccc(CCNC(=O)CN(C2CCCCC2)S(C)(=O)=O)cc1	12	18	5	0.1	-4	0.6	30	2	-2
CCCOc1ccc(C(=O)N2CCCC2)cc1OC	5	1	2	0.5	4	0.7	18	-1	2
O=C(O)[C@H](Cc1ccccc1)NC(=O)N1CCC(Cc2ccccc2)CC1	1	-5	/	1.9	5	1.8	7	20	1
CC1CCCN(C(=S)NCc2ccccc2)C1 (centres undefined)	9	-4	10	0.1	12	-0.3	1	15	-3
O=C(Cn1nnc(-c2ccc(CN3CCOCC3)cc2)n1)NC1CCCCC1	3	-6	-1	1.2	-2	-1.0	32	10	3
COc1ccc(NC(=O)Nc2cc(C)cc(C)c2)cn1	11	7	/	0.6	-7	0.8	-5	-5	-8
Continuation:
SMILES	PGE2 EP2 inh	NPY-Y1 PAM-ag	NPY Y1 blocker	TRPML3 agonist	CHOP inhibitor	TRPN1 ag	PPC-1+TRAIL kill	EP2 modulator	14-3-3 Bad PPI
CCC(C)c1ccc(NC(=O)C2CC2)cc1 (centres undefined)	1	-1	0	0.1	-23	-1.1	9	1	0
O=C(c1cc(-c2ccc(Cl)cc2)n(-c2ccc(Cl)cc2)n1)N1CCOCC1	-5	-25	1	-1.1	73*	-0.9	7	33	-5
CN(C)c1ccc(C(=O)NNC(=O)c2ccc(Cl)cc2)cc1	19	19	/	0.1	13	-0.1	-2	-4	-8
COc1ccc(N(C)S(=O)(=O)c2c(C)[nH]c(=O)[nH]c2=O)c(OC)c1	2	-11	-2	0.0	-4	1.5	-5	13	-16
COc1ccc(-c2[nH]nc3c2C2(C(=O)N(CC(=O)O)c4ccccc42)C(C#N)=C(N)O3)cc1OC (centres undefined)	6	3	8	0.9	28	4.6	2	14	10
COc1ccc(-n2c(=S)[nH]c3cc(C(=O)Nc4ccc(OC)c(OC)c4)ccc3c2=O)cc1	2	-12	8	0.5	-4	-0.1	-4	-1	90*
O=C(CSc1nnnn1-c1cccnc1)Nc1ccc(OCc2ccccc2)cc1	14&8	15	-4	-0.3	44	2.0	17	-23&-2	17
O=C(NNC(=O)c1cnccn1)c1cccc([N+](=O)[O-])c1	13	17	-2	-0.1	10	0.5	23	33	-7[fluorescence artefact?]
CCc1ccc(NC(=O)CS(=O)CC(=O)Nc2ccc(F)cc2F)cc1 (centres undefined)	1	-14	7	0.0	18	0.6	14	-17	23
COc1ccccc1NC(=O)NCc1ccccc1F	7	10	3	0.0	38	-0.7	0	-18	-4
CC(C)(C)C(=O)Nc1nc(-c2ccccc2)ns1	7	4	4	0.4	29	2.9	12	-58	1
Cc1nc2c(C)cccn2c1/C(O)=C1\C(=O)C(=O)N(CCN(C)C)C1c1ccncc1 (centres undefined)	7	-7	3	0.1	-6	0.0	11	17	46
COc1ccc(C2c3ccc(O)cc3Oc3ncn(CCCO)c(=N)c32)cc1 (centres undefined)	6	-1	/	1.3	13	2.8	10	-1	-3
CCCSc1nnc2n(N)c(=O)c3ccccc3n12	4	-9	-2	-0.5	-12	-0.8	-3	3	20
COCCNC(=O)COc1ccc(C)c(C)c1	8	-8	-4	1.4	-22	-1.2	17	-13	-6
COc1ccc(C2NCCc3c2[nH]c2ccccc32)cc1CSc1nc2ccccc2s1 (centres undefined)	0	19	5	0.2	99*	1.6	19	-21	69[fluorescence artefact?]
COc1ccccc1-n1cnnc1SCC(=O)Nc1cc(C)on1	2	8	-2	0.1	-29	1.3	5	-9	-5
O=C(O)CNC(=S)N(Cc1ccccc1)Cc1cccs1	10	-3	8	0.1	-2	-0.2	-12	-10	-2
CCOc1ccc(C2C(C#N)=C(N)Oc3nc[nH]c(=O)c32)cc1 (centres undefined)	8	-2	-1	0.6	9	-0.5	11	2	-4
O=c1cc(CO)oc(C(Nc2ccccn2)c2ccccc2Cl)c1O (centres undefined)	9	7	0	0.8	-16	1.2	/	16	5
CC(C)COc1ccc(C(=O)NC(=S)Nc2ccc(CN3CCOCC3)cc2)cc1	5	-9	1	1.3	17	1.9	-6	8	3
CC1CN(C(=O)CN2C(=O)NC3(CCCCCC3)C2=O)CC(C)O1 (centres undefined)	1	22	1	0.0	-2	1.2	16	5	4
CCCCCNC(=O)c1c[nH]c2ccc(S(=O)(=O)N3CCC4(CC3)OCCO4)cc2c1=O	7	-4	2	-0.3	11	0.2	13	-16	37[fluorescence artefact?]
CC(C)(C)n1nc2c(c1NC(=O)c1ccc(S(=O)(=O)N3CCCCC3)cc1)CS(=O)C2 (centres undefined)	12	-1	0	0.8	-16	-0.3	15	-7	6
O=C(c1cccc(S(=O)(=O)N2CCCCCC2)c1)N1CCN(c2ccccc2)CC1	10	14	2	0.3	1	1.8	8	-22	-4

Full records, looked up by structure. Order of values: PGE2 EP2 inh, NPY-Y1 PAM-ag, NPY Y1 blocker, TRPML3 agonist, CHOP inhibitor, TRPN1 ag, PPC-1+TRAIL kill, EP2 modulator, 14-3-3 Bad PPI
CCCCCNC(=O)c1c[nH]c2ccc(S(=O)(=O)N3CCC4(CC3)OCCO4)cc2c1=O across the screens: 7, -4, 2, -0.3, 11, 0.2, 13, -16, 37[fluorescence artefact?]
O=C(c1cc(-c2ccc(Cl)cc2)n(-c2ccc(Cl)cc2)n1)N1CCOCC1 across the screens: -5, -25, 1, -1.1, 73*, -0.9, 7, 33, -5
O=C(O)CNC(=S)N(Cc1ccccc1)Cc1cccs1 across the screens: 10, -3, 8, 0.1, -2, -0.2, -12, -10, -2

(continued)
SMILES	PGE2 EP2 inh	NPY-Y1 PAM-ag	NPY Y1 blocker	TRPML3 agonist	CHOP inhibitor	TRPN1 ag	PPC-1+TRAIL kill	EP2 modulator	14-3-3 Bad PPI
Cc1cccc(N(CC(=O)N/N=C/c2ccc(OCC(=O)NCc3ccco3)cc2)S(C)(=O)=O)c1C	11	1	-1	-0.4	2	-0.2	-6	-11	-4
Cc1cccc(-c2noc(CCC(=O)Nc3ccccc3)n2)c1	9	-43	5	0.0	17	1.1	23	-22	-1
CC(C)CC(CO)N1CCN(C(=O)c2ccc(Cl)cc2Cl)CCC1=O (centres undefined)	8	-17	-4	-0.1	-12	1.5	0	15	13
CC1=NOC(=O)/C1=C/c1ccc(N(C)C)cc1	18	1	4	1.0	-17	0.2	2	-17	-14[fluorescence artefact?]
CCN(CC)C(=O)CSc1nnc(-c2ccc(S(=O)(=O)NCc3ccccc3Cl)cc2)o1	/	4	0	0.0	-28	1.1	4	33	17
COc1ccccc1NC(=O)c1ccc2snnc2c1	7	-24	-3	-0.5	-14	0.0	8	-51	7
COc1ccc(NC(=O)CN2C(=O)CSC2=O)cc1	8&5	22	1	0.6	-10	-0.6	11	4&4	-17
O=P(O)(O)c1ccccc1OCCOCCOc1ccccc1P(=O)(O)O	6	9	5	0.7	8	-0.1	9	18	6
Cc1nc(-c2cnn(-c3ccccc3)c2)c2cc(C)oc2n1	7	1	-6	-0.9	-3	1.6	-3	12	-1
C/C=C/C=C/[C@H]1Cc2cc(O)cc(O)c2O1	12	/	/	/	5	/	9	17	2
Clc1ccc(OCc2nc(-c3ccncc3)no2)c(Cl)c1	12	-17	5	-0.6	83*	-1.8	46	-19	-5
C=CCNC(=O)CC(=O)N/N=C/c1ccc(F)cc1	7	-23	11	0.4	-6	-0.1	-1	7	3
CC(NS(=O)(=O)c1ccc(F)cc1)C(=O)NCc1ccncc1 (centres undefined)	9	12	0	0.5	20	-1.1	21	23	3
Clc1ccc(-c2noc(CCCOc3ccccc3)n2)cc1	4	-34	3	-0.1	49	0.7	-4	23	0[fluorescence artefact?]
O=C(CN1C(=O)c2ccccc2C1=O)Nc1ccc(S(=O)(=O)NCC2CCCO2)cc1 (centres undefined)	-1	-1	2	0.1	32	-0.5	6	16	-9
CCOC(=O)c1ccc(NC(=O)N2CCN(S(C)(=O)=O)CC2)cc1	8	-12	0	0.2	-5	1.9	14	-10	1
CN1C(=S)SC2CS(=O)(=O)CC21C (centres undefined)	9	8	/	0.4	-10	2.0	4	29	-1
CCOc1cc(/C=C2\SC(=O)N=C2N)ccc1O	9	-12	4	-0.4	21	-0.3	31	-44	-11

Source: PubChem BioAssay (several laboratories)

An excerpt; the hit share may differ from the screen's.
